From PubChem BioAssay
OX1R antag-1: antagonists of human orexin 1 receptor (OX1R); Orexin/Hypocretin receptor type 1 (Homo sapiens), O43613; OX1R-expressing cells, FRET antagonist read-out; inhibition, % at 6.6 µM; actives 1.8% (n = 330,000); AID 485270, 2010; in the data active = inhibition mostly above about 38%, no sharp cut-off; inactive = mostly below about 40%;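 also: 0% = agonist challenge alone and 100% = reference antagonist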
Target sequence (O43613 whole entry, looked up): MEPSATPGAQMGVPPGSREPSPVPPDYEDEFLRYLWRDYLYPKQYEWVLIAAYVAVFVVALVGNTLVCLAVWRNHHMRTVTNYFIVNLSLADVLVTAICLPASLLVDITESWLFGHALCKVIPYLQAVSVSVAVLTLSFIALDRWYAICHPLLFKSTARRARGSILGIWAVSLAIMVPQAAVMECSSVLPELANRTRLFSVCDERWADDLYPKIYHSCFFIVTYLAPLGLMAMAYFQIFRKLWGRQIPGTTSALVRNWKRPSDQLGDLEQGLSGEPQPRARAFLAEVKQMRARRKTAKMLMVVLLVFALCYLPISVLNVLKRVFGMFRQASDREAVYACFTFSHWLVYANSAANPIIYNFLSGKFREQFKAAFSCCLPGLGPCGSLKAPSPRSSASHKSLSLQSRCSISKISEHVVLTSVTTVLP
OX1R antag-2: OX1R (HCRTR1) antagonists, primary screen, fluorescence, CHO/OX1R cells, Fluo-8 calcium, orexin A; inhibition, % at 5 µM; Orexin/Hypocretin receptor type 1 (Homo sapiens), O43613; AID 434989, 2010; Fluo-8 calcium fluorescence; actives 0.43% (n = 330,000);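 active = inhibition above its plate's threshold, mean inhibition of all tested compounds on the plate plus 3 SD, cut at about 37% in these data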;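 also: 0% = orexin A challenge wells and 100% = SB-334867-A antagonist wells; not every result past the cut was called active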
STK33 kinase inh: inhibitors of purified STK33 kinase, primary screen, biochemical, ADP-Glo luminescence, homogeneous, cell-free; AID 2661, 2010; inhibition, % at 10 µM; Serine/threonine-protein kinase 33 (Homo sapiens), Q9BYT3; actives 0.073% (n = 320,000); MBP phosphorylation;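 active = inhibition at or above 25%, using the most active replicate where run in duplicate; inactive = inhibition below 25%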
Target sequence (Q9BYT3 whole entry, looked up): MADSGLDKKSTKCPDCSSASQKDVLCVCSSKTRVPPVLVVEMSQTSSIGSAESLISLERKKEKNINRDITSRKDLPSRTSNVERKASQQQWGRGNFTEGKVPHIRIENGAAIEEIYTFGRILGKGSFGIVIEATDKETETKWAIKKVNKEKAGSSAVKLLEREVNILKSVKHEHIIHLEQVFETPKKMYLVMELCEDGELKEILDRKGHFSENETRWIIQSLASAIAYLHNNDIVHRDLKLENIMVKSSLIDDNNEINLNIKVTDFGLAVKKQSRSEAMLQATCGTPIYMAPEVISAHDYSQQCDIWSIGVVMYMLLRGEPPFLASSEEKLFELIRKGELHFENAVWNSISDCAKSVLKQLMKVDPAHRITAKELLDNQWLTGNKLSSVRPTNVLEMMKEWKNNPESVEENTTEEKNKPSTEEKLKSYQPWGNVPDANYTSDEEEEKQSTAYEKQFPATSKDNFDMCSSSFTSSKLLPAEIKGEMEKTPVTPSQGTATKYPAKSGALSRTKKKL
The depositor's hits bear a star; . = no result given. Rows were taken by chance; overall some 2.2% were active at least once.

SMILES	OX1R antag-1	OX1R antag-2	STK33 kinase inh
COCCNC(=O)CN1C(=O)c2cccc3cccc1c23	16	2	-0.1
COc1ccc2[nH]c(C)c(C(=O)CN(C)CC3OCCO3)c2c1	7	-11	-0.7
CCN1CCN(CCNC(=O)c2ccc(/C=C3/Sc4ccccc4N(Cc4cccc(Cl)c4)C3=O)cc2)CC1	14	7	3.7
Cc1cc(C)c2[nH]c(=O)c(CN(Cc3ccco3)C(=O)C3CCCO3)cc2c1 (stereo not given)	17	-27	-4.6
CC(Cl)C(=O)Nc1cc(C(C)(C)C)nn1-c1ccccc1 (stereo not given)	10	-13	-2.0
Cc1c(C)c(C)c(S(=O)(=O)NCCc2ccccn2)c(C)c1C	14	-8	-0.8
Clc1ccc(CNc2ccc(CNc3ncn[nH]3)cc2)c(Cl)c1	9	0	-0.8
CC1CCCCC1NC(=O)CSc1ccc([N+](=O)[O-])cc1 (stereo not given)	18	-10	-2.8
O=C(c1ccccc1)c1ccccc1N1C(=O)C=CC1=O	9	10	1.4
CCOC(=O)NC(NC(=O)OCC)C(=O)c1ccc(F)cc1	6	-7	-1.1
Cc1cc(C)cc(NC(=O)Cn2nnc(C(=O)NCCc3ccccc3)c2N)c1	-2	-2	-2.5
COCCOC(=O)C1=C(C)NC(=S)NC1c1cccs1 (stereo not given)	21	-10	-2.0
COc1ccc(/C=C2/SC(c3ccc(C)cc3)=NC2=O)cc1OC	13	-26	1.7
O=C(CN(C(=O)CNS(=O)(=O)c1ccccc1)c1ccc(F)cc1)NCc1ccco1	10	-12	-0.1
c1cnc(-c2noc(CN3CCN(C4CCCC4)CC3)n2)cn1	15	6	0.4
CC(=O)Nc1ccc(S(=O)(=O)Nc2cccc3cccnc23)cc1	4	-4	-2.3
CC1CCN(C(=O)CSc2ccc(-c3ccc4c(c3)OCCO4)nn2)CC1	14	-12	0.2
O=C(O)C1CCCN1C(=O)Nc1ccc(Cl)cc1 (stereo not given)	6	2	.
CC(=O)N(CC(=O)Nc1nn(-c2ccccc2)nc1C(N)=O)Cc1ccccc1	7	-21	-1.2
CS(=O)(=O)N1CCN(c2ncccn2)CC1	9	-21	0.9
Cc1nc2ccccc2c2oc(C(=O)N3CCN(c4ccc([N+](=O)[O-])cc4)CC3)cc12	6	-1	-1.8
CCOc1cc(C2C3=C(CCCC3=O)OC3=C2C(=O)CCC3)cc([N+](=O)[O-])c1O	26	-13	-1.0
CC1CCN(S(=O)(=O)c2ccc(NC(=O)CSc3nnnn3C)cc2)CC1	15	-16	-0.5
CCOC(=O)c1c(NC(=O)CSc2nc3cc(Cl)ccc3s2)sc(C(C)=O)c1C	6	-13	-0.4
COc1ccc(NC(=S)N(C(C)C)C2CCN(C(C)C)CC2)cc1Cl	-8	-10	-0.5
CCc1nnc(NC(=O)C2CCCN(c3nc(C)cc(C)n3)C2)s1 (stereo not given)	4	-24	-2.7
CCOC(=O)C1=C(C)N=C2SC(C)C(=O)N2C1c1ccc(C(=O)OC)cc1 (stereo not given)	2	-27	-1.8
OCCC1CN(Cc2cccn2-c2ncccn2)CCN1Cc1ccccc1 (stereo not given)	12	0	0.0
Cn1c(SCC(=O)NCc2ccccc2)nc2c([nH]c3ccccc32)c1=O	14	-29	0.0
CCC(C)NC(=O)CN(c1cc(Cl)ccc1OC)S(C)(=O)=O (stereo not given)	-6	-9	-1.2
COC(=O)c1ccc(C2C(C(=O)c3ccco3)=C(O)C(=O)N2c2cc(C)on2)cc1 (stereo not given)	2	-6	0.1
COc1ccccc1N1Cc2ccc(OC)c(OC)c2C1=O	-4	-3	-0.5
Cc1nn(Cc2ccccc2Cl)c(C)c1C(=O)N(C)CC(=O)Nc1cccc(F)c1	3	-7	-0.5
COCC(C)NC(=O)Cc1ccc(Cl)cc1 (stereo not given)	8	-1	-2.7
Cc1scc(C(=O)NCc2ccco2)c1-c1ccccc1	10	-25	1.5
CCCC(C)c1oc(=O)cc(O)c1C (stereo not given)	11	-22	.
Cc1onc(-c2ccccc2Cl)c1C(=O)NCCN1CCOCC1	3	-20	-2.6
COc1cccc(N(CC(=O)N2CCCCCC2)S(C)(=O)=O)c1	11	-9	-1.5
Cc1ccc(N(C(C)C(=O)Nc2ccc(S(=O)(=O)N3CCOCC3)cc2)S(C)(=O)=O)cc1 (stereo not given)	10	-43	0.7
Cc1cc(C)cc(N(C(=O)C(F)(F)F)C(C(=O)NC2CCCCC2)c2cccs2)c1 (stereo not given)	9	-9	-1.9
COc1ccc(NC(=O)N(CCC(C)C)C(C)c2ccccn2)c(OC)c1 (stereo not given)	7	-26	-1.1
CN1CC(=O)NC1=NC(=O)c1cc(F)c(F)cc1Cl	12	-28	1.6
Cc1ccc(CCSc2ccc(F)cc2)cn1	9	4	-1.0
COc1cccc(N2CC(C(=O)Nc3ccc(C(=O)OC(C)C)cc3)CC2=O)c1 (stereo not given)	17	-34	-1.3
CC1CC(C)CN(c2cc(N(C)CCO)c([N+](=O)[O-])c3nonc23)C1 (stereo not given)	49	-13	.

A section of the results above, for reference:
SMILES	OX1R antag-1	OX1R antag-2	STK33 kinase inh
Cc1nn(Cc2ccccc2Cl)c(C)c1C(=O)N(C)CC(=O)Nc1cccc(F)c1	3	-7	-0.5
COCC(C)NC(=O)Cc1ccc(Cl)cc1 (stereo not given)	8	-1	-2.7
Cc1scc(C(=O)NCc2ccco2)c1-c1ccccc1	10	-25	1.5
CCCC(C)c1oc(=O)cc(O)c1C (stereo not given)	11	-22	.
Cc1onc(-c2ccccc2Cl)c1C(=O)NCCN1CCOCC1	3	-20	-2.6
COc1cccc(N(CC(=O)N2CCCCCC2)S(C)(=O)=O)c1	11	-9	-1.5
Cc1ccc(N(C(C)C(=O)Nc2ccc(S(=O)(=O)N3CCOCC3)cc2)S(C)(=O)=O)cc1 (stereo not given)	10	-43	0.7
Cc1cc(C)cc(N(C(=O)C(F)(F)F)C(C(=O)NC2CCCCC2)c2cccs2)c1 (stereo not given)	9	-9	-1.9
COc1ccc(NC(=O)N(CCC(C)C)C(C)c2ccccn2)c(OC)c1 (stereo not given)	7	-26	-1.1
CN1CC(=O)NC1=NC(=O)c1cc(F)c(F)cc1Cl	12	-28	1.6
Cc1ccc(CCSc2ccc(F)cc2)cn1	9	4	-1.0
COc1cccc(N2CC(C(=O)Nc3ccc(C(=O)OC(C)C)cc3)CC2=O)c1 (stereo not given)	17	-34	-1.3
CC1CC(C)CN(c2cc(N(C)CCO)c([N+](=O)[O-])c3nonc23)C1 (stereo not given)	49	-13	.

Next records
SMILES	OX1R antag-1	OX1R antag-2	STK33 kinase inh
Cc1ccc(N2C(=O)C3C4CC(=O)C(c5ccccc54)C3C2=O)cc1 (stereo not given)	30	-21	8.2
Cc1nc([N+](=O)[O-])cn1CCC#N	11	-4	-5.4
CCOC(=O)c1cccc(NC(=O)CSc2nnc(-c3ccoc3C)n2CCOC)c1	2	-43	0.5
O=C(O)c1cc(=O)c2cc(Cl)ccc2o1	27	-1	-1.5
CCN(CC(=O)Nc1ccccc1C(F)(F)F)C(=O)CCS(=O)(=O)c1ccc(C)cc1	10	-6	-0.8
CC(=O)NC12CC3CC(C1)CC(C(=O)Nc1nc4ccc(S(C)(=O)=O)cc4s1)(C3)C2	19	-31	2.6
O=C(CN1CCOCC1)Nc1ncc(Cc2ccccc2Cl)s1	11	-7	-3.2
COc1ccc(Cl)cc1NC(=O)c1ocnc1C	5	-17	1.9
COC(=O)c1ccc2[nH]ccc2c1	27	-10	0.9
CCc1ccccc1NC(=O)CSc1nc2ccccc2nc1N1CCOCC1	7	-28	-1.1
O=C(CSCc1c(F)cccc1Cl)Nc1ccccc1C(=O)N1CCOCC1	5	-8	-0.4
Cc1cccc(NC(=O)c2ccc(S(=O)(=O)N3CCCC3)cc2)c1C	6	-7	-1.5
CCNC(=O)CC1C(=O)N(c2ccc(F)cc2)C(=O)N1Cc1cccs1 (stereo not given)	-1	-27	-1.0
CC(=O)c1ccc(-c2ccc(C(=O)N3CCN(c4ccc(F)cc4)CC3)o2)cc1	28	0	-1.3
Cc1ccc2oc3nc(C)c(C(=O)O)cc3c(=O)c2c1	15	-22	4.5
O=C(COc1ccccc1Cl)N1CCN(c2ccc([N+](=O)[O-])c(N3CCOCC3)c2)CC1	13	-1	-0.2
O=C(Nc1ccc2c(c1)OCCO2)C(=S)NCc1ccccc1	13	-27	-1.2
O=C(CCCN1C(=O)[C@H]2CC=CC[C@H]2C1=O)NCc1nc(-c2ccccc2)no1	10	-21	-0.9
Cc1cccc(C(=O)NN/C=C/C(=O)c2ccccc2)c1	17	-23	0.0
CN(Cc1cccnc1)C(=O)c1cc(COc2ccc3c(c2)CCCC3)on1	28	25	1.3
CCN(CC)CCOc1cccc(C(C)C)c1	8	4	-0.6
C#CCSc1ncc(S(=O)(=O)c2ccccc2)c(=O)[nH]1	7	-1	-0.5
O=C(CSc1nncs1)N1c2ccccc2Sc2ccccc21	2	-22	-1.6
O=C(c1cc(Cl)ccc1[N+](=O)[O-])n1cnc2ccccc21	34	1	-2.0
CN(C)CC(O)COc1cc2ccccc2cc1C(=O)N1CCCCC1 (stereo not given)	9	-21	-0.4
CC1CC(C)CN(CCCNC(=O)c2ccc3nc(N4CCOCC4)sc3c2)C1 (stereo not given)	10	-7	-0.3
CS(=O)(=O)N1CCc2cc(C(=O)Nc3ccccc3)ccc21	9	-3	0.0
O=C(O)/C=C/C(=O)NC1CC1	12	-11	0.2
O=C(Cc1ccc(S(=O)(=O)N2CCOCC2)s1)Nc1cc(Cl)ccc1Cl	11	-23	-0.4
C=CCC(=O)NC1CCCc2c1cnn2-c1cc(F)cc(F)c1 (stereo not given)	24	-15	0.9

Two consecutive records already listed:
SMILES	OX1R antag-1	OX1R antag-2	STK33 kinase inh
O=C(c1cc(Cl)ccc1[N+](=O)[O-])n1cnc2ccccc21	34	1	-2.0
CN(C)CC(O)COc1cc2ccccc2cc1C(=O)N1CCCCC1 (stereo not given)	9	-21	-0.4

More results.
SMILES	OX1R antag-1	OX1R antag-2	STK33 kinase inh
C=CCNC(=O)O/N=C/c1csc([N+](=O)[O-])c1	42*	-4	-0.2
CC(=O)Nc1cccc(NC(=O)c2ccc3[nH]c(C)c(C)c3c2)c1	10	-9	1.1
O=c1c2c3c(sc2n(CCN2CCCC2)c(=O)n1Cc1ccco1)CCCCC3	4	-37	-1.1
NC(=O)NC(CC(=O)NNC(=O)c1cccs1)c1ccc(Cl)cc1 (stereo not given)	10	-6	0.6
O=C(c1cc(C2CC2)on1)N1CCOCC1	11	-10	2.6
O=C(O)CC(CNS(=O)(=O)c1ccccc1)c1ccccc1 (stereo not given)	9	-9	-0.8
Cc1cnc(CNC(=O)CC2C(=O)NCCN2Cc2ccccc2F)cn1 (stereo not given)	18	-2	0.5
O=C(O)c1cc(S(=O)(=O)NCCN2CCNC2=O)ccc1O	14	6	-0.2
CC(=O)C[C@@H](O)CC(=O)[C@H]1OC(=O)[C@@H](C)C/C=C\Cc2ccccc21	3	-23	0.4
CCN1CCN(C(=O)c2c(-c3c(F)cccc3Cl)noc2C)CC1	7	-3	5.6
CCCN1CCC(NC(=O)CCc2nnc(-c3ccccc3)o2)CC1	17	-4	-1.5
O=C(NCCC1=CCCCC1)c1ccc(Cl)c([N+](=O)[O-])c1	33	-28	-1.2
COc1ccc(C(=O)C2CCCN(C(=O)c3cc(C)nc(C)n3)C2)cc1OC (stereo not given)	6	-10	0.1
CCCc1nnc(NC(=O)C2CC(=O)N(C3CCCC3)C2)s1 (stereo not given)	6	-14	-1.5
COc1ccccc1C(=O)Nc1ccc(OCC(=O)N2CC(C)CC(C)C2)cc1 (stereo not given)	12	-20	4.5
COc1ccc(-c2nnc3sc(-c4ccccn4)nn23)cc1	41	-18	0.8
O=[N+]([O-])c1ccccc1S(=O)(=O)Nc1cccc(-c2ccc(N3CCCC3)nn2)c1	38	-35	.
O=C(c1ccco1)N1CCN(C(=O)c2ccc(COc3ccc(F)cc3)o2)CC1	20	-1	-2.7
CCOC(=O)N1CCN(CC(O)COC2CC(C)CCC2C(C)C)CC1 (stereo not given)	4	-28	-2.9
O=c1c(CO)cc(CO)cc(CO)c1O	12	-2	-1.8
COc1cc(SC)ccc1C(=O)Nc1nccs1	33	-2	3.8
CCN(CC)C(=O)CSc1nc(O)cc(=O)n1CC	7	-8	-0.8
COc1cc(NC(=O)C2=CC(c3ccc(C)cc3)=NS(=O)(=O)N2C)cc(OC)c1OC	7	7	1.7
CCOc1ccc(NC(=S)NCC(c2cccnc2)N2CCOCC2)cc1 (stereo not given)	11	-5	.
O=C(Cc1csc(NC(=O)Nc2ccc(Cl)cc2)n1)NC1CCCC1	16	14	-1.0
O=C(NC(NC(=S)Nc1c(Cl)cccc1Cl)C(Cl)(Cl)Cl)c1cccc([N+](=O)[O-])c1 (stereo not given)	31	16	-2.0
Cc1cccc(NC(=O)CNC(=O)Cn2ncc(Cl)c(Cl)c2=O)c1C	9	-1	-1.8
Cc1ccc(S(=O)(=O)N2CCCCCC2)cc1C(=O)NCc1ccccn1	15	-14	-0.5
OCCC1CN(Cc2cccc3c2OCO3)CCN1C1CCCC1 (stereo not given)	12	-9	0.2
Cc1ccc(C(=O)NCC(=O)OC2CCCCC2=O)cc1C (stereo not given)	8	-6	0.7
O=C1N/C(=N\c2ccccn2)SC1Cc1ccccc1Cl (stereo not given)	25	-25	-0.7
Cc1ccc2c(COC(=O)C3CSC4(C)CCC(=O)N34)cc(=O)oc2c1C (stereo not given)	7	-22	-1.0
CC1CC(C)(C)NCCNC(C)CC(C)(C)NCCN1 (stereo not given)	9	-11	0.0
O=C(CSc1nnc(-c2ccc(F)cc2)c2ccccc12)Nc1ccccc1	14	-34	7.4
COC(=O)c1cc2sc(Cl)cc2n1CC(=O)Nc1ccc(OC)c(OC)c1OC	15	-115	0.0
